m-calpain inh: inhibitors of pig calpain II. purified calpain II, fluorogenic peptide substrate, 30 min. inhibition, % at 16 µM. 220,000 compounds, 0.37% hits;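 active = inhibition above about 50%, limit read from the data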
Runt-CBFb FRET: Runt domain-CBFb interaction inhibition | inhibition, % at 20 µM | 220,000 compounds, 0.46% hits | Q01196+Q13951 | Cerulean-Runt/Venus-CBFb FRET ratio 530/480, 1 h;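 active = inhibition over about 50% at 20 µM in the single-dose screen, limit read from the data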;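 note: 0% = DMSO wells and 100% = excess unlabeled CBFb competitor control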
Target sequence (Q01196 whole entry, looked up, the tested form may be a part): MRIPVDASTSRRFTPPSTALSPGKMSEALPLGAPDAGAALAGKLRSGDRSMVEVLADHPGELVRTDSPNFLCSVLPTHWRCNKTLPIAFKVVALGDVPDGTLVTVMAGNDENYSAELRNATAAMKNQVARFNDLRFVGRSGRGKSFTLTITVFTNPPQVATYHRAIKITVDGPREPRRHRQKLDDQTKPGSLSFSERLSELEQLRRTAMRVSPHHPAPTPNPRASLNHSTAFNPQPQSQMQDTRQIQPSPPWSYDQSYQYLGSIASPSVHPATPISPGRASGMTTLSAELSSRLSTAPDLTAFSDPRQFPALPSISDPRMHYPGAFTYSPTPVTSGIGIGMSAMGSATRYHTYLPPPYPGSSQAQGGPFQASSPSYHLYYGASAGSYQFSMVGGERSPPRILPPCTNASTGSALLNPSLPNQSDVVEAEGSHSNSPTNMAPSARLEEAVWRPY
Target sequence (Q13951 whole entry, looked up, the tested form may be a part): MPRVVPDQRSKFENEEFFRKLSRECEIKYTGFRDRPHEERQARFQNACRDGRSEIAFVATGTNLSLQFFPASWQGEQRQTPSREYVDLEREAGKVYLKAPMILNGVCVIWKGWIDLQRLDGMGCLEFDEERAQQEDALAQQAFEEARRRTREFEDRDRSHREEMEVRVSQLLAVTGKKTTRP
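test system = Cerulean-Runt domain fusion protein, energy donor | probe or stimulus = Venus-CBFb binding partner, 100 nM | incubation = two 1 h room-temperature incubations shielded from light | detection = fluorescence energy transfer, 422 nm excitation, 530/480 nm emission | measure = loss of energy transfer signal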
EBV gp42 block: blocks Epstein-Barr virus glycoprotein 42 binding | Q1HVG2 | Fluorescence polarization binding assay, mP read-out | inhibition, % (tested at 21.74 µM) | 220,000 compounds, 0.42% hits | AID 1085; in the data active = inhibition above about 50%
Furin inh: inhibitors of human furin. P09958. purified furin, fluorogenic substrate cleavage. inhibition, % at 30 µM. AID 463115. 220,000 compounds, 0.061% hits; in the data active = inhibition above about 25%; note: inactives centre near -15
p47phox inh: inhibitors of human p47phox binding | P14598 | p47phox/p22phox peptide binding, fluorescence polarization, 2 h | inhibition, % at 24.7 µM | 220,000 compounds, 0.53% hits;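 active = inhibition above about 30%, limit read from the data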;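 note: 0% = p47phox with labelled peptide and 100% = labelled peptide alone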
Target sequence (P14598 whole entry, looked up): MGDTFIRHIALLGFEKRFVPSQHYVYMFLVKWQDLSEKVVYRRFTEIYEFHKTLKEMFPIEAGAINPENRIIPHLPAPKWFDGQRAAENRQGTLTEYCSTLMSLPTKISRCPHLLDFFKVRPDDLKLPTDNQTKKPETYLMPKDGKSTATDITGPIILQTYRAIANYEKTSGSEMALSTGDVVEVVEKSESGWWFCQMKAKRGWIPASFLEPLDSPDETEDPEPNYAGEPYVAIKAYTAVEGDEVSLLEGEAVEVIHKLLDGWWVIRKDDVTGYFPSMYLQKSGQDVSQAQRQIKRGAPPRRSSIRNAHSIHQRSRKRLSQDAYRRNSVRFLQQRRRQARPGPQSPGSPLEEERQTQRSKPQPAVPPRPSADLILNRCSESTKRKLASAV
Tb hexokinase: T. brucei hexokinase 1 inhibition; 220,000 compounds, 0.11% hits; AID 1430; recombinant TbHK1, G6PDH-coupled NADH A340; inhibition, % at 10 µM;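 active = inhibition of 50% or more in the single-dose primary screen; inactive = inhibition below 50%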
p97 inhibitor: human p97 ATPase inhibition | inhibition, % at 8 µM | AID 1481 | 220,000 compounds, 0.42% hits | recombinant p97 ATPase, Kinase-Glo ATP luminescence, 3 h | P55072; in the data active = inhibition above about 15%;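 note: 0% = DMSO vehicle and 100% = wells lacking enzyme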
Runt-SMMHC FRET: blocks binding of human RUNX1 Runt domain to CBFb-SMMHC | Q01196+Q13951 | Cerulean-Runt/Venus-CBFb-SMMHC FRET ratio 530/480, 1 h | inhibition, % at 20 µM | 220,000 compounds, 0.74% hits | AID 1434;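 active = mean inhibition across duplicate retests at 20 µM reaching about 50%, limit read from the data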;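 note: 0% = DMSO wells and 100% = wells with excess untagged CBFb-SMMHC; inhibitors lower the FRET ratio by blocking Runt binding to CBFb-SMMHC; some results filed as inactive read as strong as hits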
RBBP9 inh: human RBBP9 hydrolase inhibition | O75884 | recombinant RBBP9, FP-Rh probe fluorescence polarization | inhibition, % at 7.94 µM | 220,000 compounds, 0.2% hits;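 active = inhibition above the campaign mean of all tested compounds plus 3 SD, cut at about 14% in these data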;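 note: plate controls were DMSO wells with RBBP9 for no effect and wells lacking RBBP9 protein for full effect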
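Material: RBBP9 protein. Amount: RBBP9 at 2.5 µM in dispensed solution, before mixing. Schedule: 30 min then 45 min, 25 °C. Medium: Tris buffer pH 8.0, NaCl, Pluronic. Measured by: fluorescence polarization. Measure: percent inhibition from mP, scaled between DMSO and no-protein wells. Replication: one well per compound.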
* hit, by the source's call; i = inactive; nt = not tested or not shown; [ ] = dose if it differs, or a comment. Rows were taken by chance; any-hit rate near 2.7%.

molecule	m-calpain inh	Runt-CBFb FRET	EBV gp42 block	Furin inh	p47phox inh	Tb hexokinase	p97 inhibitor	Runt-SMMHC FRET	RBBP9 inh
Cc1cc(C)n(-c2nc3ccccc3nc2N2CCN(C(=O)c3ccc(Cl)cc3)CC2)n1	-25	1	-4	-6[20 µM]	-10	-21	-2	8	-7
Cc1cccc(N2CCN(S(=O)(=O)c3cccc4nonc34)CC2C)c1 (centres undefined)	15	1	7	-17	-5	0	2	-14	4
COc1ccccc1NC(=O)CSc1nnc(-c2ccncc2)o1	-12	4	-44	-7[20 µM]	-11	-7	1	1	4
CCOc1ccccc1N1C(=O)c2cccnc2C1=O	0	3	-12	-29	-10	-6	-4	-3	4
CCCC(=O)NC(C)C(c1cccs1)N1CCN(c2ccccc2)CC1 (centres undefined)	-6	-5	7	25*[20 µM]	-13	-7	4	-1	-4
CCCC(=O)Nc1ccc(C(=O)N/N=C/c2ccc[nH]2)cc1	-15	-6	-14	-8	-27	-54	3	-14	-6
COc1ccc(C2C(C(C)=O)=C(Nc3ccccc3)CC(C)(O)C2C(C)=O)cc1OC (centres undefined)	4	6	-7	-17[20 µM]	-6	-36	-1	7	-5
NC(Cc1ccc(OC(F)F)cc1)C(=O)O (centres undefined)	2	-1	-10	-15	0	4	-4	-2	-10
O=C(NCCC1=CCCCC1)c1ccc(Br)o1	-1	-1	-16	-25[20 µM]	-15	-1	2	1	-5
O=C(Nc1ccccc1Cl)c1ccccc1Cl	-18	0	-10	-16[20 µM]	-8	-4	2	0	-1
CC1CCc2ccccc2N1C(=O)c1cccs1 (centres undefined)	-10	1	-10	-9[20 µM]	-18	-3	-3	1	0
CN(C)C(=O)COc1ccc(Br)cc1	-11	-2	4	-24	-2	-1	4	3	-6
Cc1csc(NC(=O)c2cccc(S(=O)(=O)N3CCCCC3)c2)n1	7	-2	-9	-18[20 µM]	-22	-11	4	2	7
CC(C)(C)C1=Nn2c(nnc2-c2ccccc2F)SC1	-16	-1	-27	-22	3	9	-3	4	-5
CCCOc1ccc(CCC(=O)N/N=C/c2ccncc2)cc1	20	-3	-7	-14	3	-1	-4	-1	-1

The list continues.
molecule	m-calpain inh	Runt-CBFb FRET	EBV gp42 block	Furin inh	p47phox inh	Tb hexokinase	p97 inhibitor	Runt-SMMHC FRET	RBBP9 inh
N#Cc1ccccc1S(=O)(=O)N1CCN(c2cnccn2)CC1	-80	0	2	-12	-12	-8	4	-1	-4
Cc1c(C#N)c2ccccc2n1CC(=O)NCc1cccnc1	-26	3	3	-11	-13	4	-2	8	-9
CCOC(=O)Cc1nn(C)c(=O)c2ccccc12	-9	-2	-25	-5	-10	-3	4	1	16*
O=C(NCCn1cc(SCc2ccc(F)cc2)c2ccccc21)c1c(F)cccc1F	11	1	-6	-5	-4	-5	0	-2	-4
S=c1nc(-c2ccccc2)n(CCCn2ccnc2)c2c1CCCC2	-4	0	-8	-15	-21	-34	4	-3	-7
CC(/C=N\NC(=O)Cn1c(C)nc2ccccc21)=C\c1ccccc1	19	0	-5	-23[20 µM]	-18	-8	-5	-2	-12
CCOC(=O)C1C(=O)NC(N2CCc3ccccc32)=NC1c1ccccc1 (centres undefined)	11	-1	-16	-19[20 µM]	6	4	-3	0	-4
COc1ccc(N=C2SCC(c3ccc([N+](=O)[O-])cc3)=NN2CCO)cc1	26	1	-7	-2	-30	-22	5	-4	2
Cc1nn(CCCC(=O)NCc2ccccc2)c(C)c1[N+](=O)[O-]	-16	2	-19	-8	-10	36	2	5	-2
O=C1SCC(c2ccccc2)=NN1Cc1ccccc1	32	-2	8	-12	-5	1	-4	2	0
CCOc1ccc(NC(=S)NCCCN2CCOCC2)cc1	-33	-2	-9	-32	2	-3	4	1	-1
CCC(C)N1CCN(C(=O)c2cccs2)CC1 (centres undefined)	-15	nt	-16	-27[20 µM]	-15	0	1	nt	1
Cc1ccc2cccc(NC(=S)NC(=O)c3c(Br)cnn3C)c2n1	-5	0	-37	-6[20 µM]	-38	-1	4	-7	2
C=C(C)CNC(=S)N/N=C(\C)c1ccc(-n2ccnc2)cc1	-29	2	-5	-14[20 µM]	2	-21	-2	0	-1
CCOC(=O)c1c(NC(=S)Nc2ccc(Cl)cc2)sc(C)c1C	22	7	-6	-8[20 µM]	-33	6	4	-36	-4

Laid out differently: entries from further up
| m-calpain inh | Runt-CBFb FRET | EBV gp42 block | Furin inh | p47phox inh | Tb hexokinase | p97 inhibitor | Runt-SMMHC FRET | RBBP9 inh | SMILES |
| --- | --- | --- | --- | --- | --- | --- | --- | --- | --- |
| -25 | 1 | -4 | -6[20 µM] | -10 | -21 | -2 | 8 | -7 | Cc1cc(C)n(-c2nc3ccccc3nc2N2CCN(C(=O)c3ccc(Cl)cc3)CC2)n1 |
| 15 | 1 | 7 | -17 | -5 | 0 | 2 | -14 | 4 | Cc1cccc(N2CCN(S(=O)(=O)c3cccc4nonc34)CC2C)c1 (centres undefined) |
| -12 | 4 | -44 | -7[20 µM] | -11 | -7 | 1 | 1 | 4 | COc1ccccc1NC(=O)CSc1nnc(-c2ccncc2)o1 |
| 0 | 3 | -12 | -29 | -10 | -6 | -4 | -3 | 4 | CCOc1ccccc1N1C(=O)c2cccnc2C1=O |
| -6 | -5 | 7 | 25*[20 µM] | -13 | -7 | 4 | -1 | -4 | CCCC(=O)NC(C)C(c1cccs1)N1CCN(c2ccccc2)CC1 (centres undefined) |
| -15 | -6 | -14 | -8 | -27 | -54 | 3 | -14 | -6 | CCCC(=O)Nc1ccc(C(=O)N/N=C/c2ccc[nH]2)cc1 |
| 4 | 6 | -7 | -17[20 µM] | -6 | -36 | -1 | 7 | -5 | COc1ccc(C2C(C(C)=O)=C(Nc3ccccc3)CC(C)(O)C2C(C)=O)cc1OC (centres undefined) |
| 2 | -1 | -10 | -15 | 0 | 4 | -4 | -2 | -10 | NC(Cc1ccc(OC(F)F)cc1)C(=O)O (centres undefined) |
| -1 | -1 | -16 | -25[20 µM] | -15 | -1 | 2 | 1 | -5 | O=C(NCCC1=CCCCC1)c1ccc(Br)o1 |
| -18 | 0 | -10 | -16[20 µM] | -8 | -4 | 2 | 0 | -1 | O=C(Nc1ccccc1Cl)c1ccccc1Cl |
| -10 | 1 | -10 | -9[20 µM] | -18 | -3 | -3 | 1 | 0 | CC1CCc2ccccc2N1C(=O)c1cccs1 (centres undefined) |
| -11 | -2 | 4 | -24 | -2 | -1 | 4 | 3 | -6 | CN(C)C(=O)COc1ccc(Br)cc1 |
| 7 | -2 | -9 | -18[20 µM] | -22 | -11 | 4 | 2 | 7 | Cc1csc(NC(=O)c2cccc(S(=O)(=O)N3CCCCC3)c2)n1 |
| -16 | -1 | -27 | -22 | 3 | 9 | -3 | 4 | -5 | CC(C)(C)C1=Nn2c(nnc2-c2ccccc2F)SC1 |
| 20 | -3 | -7 | -14 | 3 | -1 | -4 | -1 | -1 | CCCOc1ccc(CCC(=O)N/N=C/c2ccncc2)cc1 |

(list continues)
molecule	m-calpain inh	Runt-CBFb FRET	EBV gp42 block	Furin inh	p47phox inh	Tb hexokinase	p97 inhibitor	Runt-SMMHC FRET	RBBP9 inh
Cc1cccc(N2CC(O)(c3cccs3)[N+]3=C2CCCC3)c1C (centres undefined)	-2	0	8	-20	-2	6	-5	3	-5
C=CCN(C)CC/C=C1\c2ccccc2CSc2ccccc21	-5	0	0	-21[20 µM]	0	12	0	4	-1
O=C(N/N=C/c1ccccn1)c1ccc2nc[nH]c2c1	5	2	-4	-12	16	-4	-3	0	-6
COc1ccc(CCN(Cc2cc3cccc(C)c3[nH]c2=O)C(=O)NC2CCCCC2)cc1OC	3	3	-38	-9[20 µM]	6	-13	2	1	7
Cc1occc1C(=O)NCc1ccc(C(=O)O)o1	-51	7	2	-26[20 µM]	-2	-2	2	-3	-4
COC(=O)c1cc(Sc2cccc(Cl)c2Cl)ccn1	-11	0	16	-32	-2	-5	-1	-3	1
COc1ccc(-c2cc(-c3ccccc3)c(C#N)c(S(C)=O)n2)cc1 (centres undefined)	i	-1	-8	-53[20 µM]	-17	-50	6	-1	0
O=C(COC(=O)c1cccc(S(=O)(=O)NCc2ccccc2)c1)c1ccc2c(c1)OCCO2	8	1	-5	-21	-8	7	0	2	-18
c1cc2c3c(cccc3c1)NC1(CCCCC1)N2	-137	-1	8	-12[20 µM]	27	-11	10	-23	5
O=C(Nc1ccc2c(c1)OCO2)c1ccc(Br)c(S(=O)(=O)N2CCCC2)c1	-12	0	-7	-3[20 µM]	-16	-3	8	-6	1
CCOc1ccccc1/C=N/NC(=O)CNC(=O)COc1ccccc1	30	-1	-1	-11	nt	-14	2	-4	0
Cc1ccc(NC(=O)CN(C)CC(=O)Nc2ccccc2C(=O)Nc2ccccc2)cc1	-33	-7	3	-31	-8	0	2	0	7
CCOc1cc2c3c(c1)C(C)CC(C)(C)N3C(=O)C2=O (centres undefined)	-14	nt	-9	0	0	0	1	1	-6
Cc1ccc(CN2C(=O)N/C(=C/c3ccc(-c4ccc(C(=O)O)cc4)o3)C2=O)cc1	27	126*	19	2	-36	-13	-3	80*	-12
N#C/C(=C\c1ccc(OC(F)F)cc1)C(=O)N1CCCCC1	-16	1	-15	-27	-12	-10	0	2	-2

The list goes on:
molecule	m-calpain inh	Runt-CBFb FRET	EBV gp42 block	Furin inh	p47phox inh	Tb hexokinase	p97 inhibitor	Runt-SMMHC FRET	RBBP9 inh
CCCOC(=O)c1ccc(NC(=O)c2ccoc2C)cc1	2	-4	5	-17[20 µM]	-5	0	6	2	-7
CC1CN(C2CCCCC2)c2nc3c(c(=O)n(C)c(=O)n3C)n2C1 (centres undefined)	-8	1	-27	2	-2	3	-7	3	-8
Cc1ccc(C)c(-c2cc(C(=O)Nc3nccs3)c3ccccc3n2)c1	-31	-3	2	-12	-57	-13	5	-7	-3
C=CCOC(=O)C1=C[C@H](c2cn(C(C)=O)c3ccccc23)C[C@H](OCCCCO)O1	-21	-6	-3	-29	-4	-14	3	-6	-3
CCN(CC)C(=O)c1sc(NC(=O)Cc2ccc(OC)cc2)c(C#N)c1C	5	0	-26	-25[20 µM]	-11	0	4	-4	-2
CCOc1cc(-c2noc(-c3ccncc3)n2)cc(Br)c1OC	-22	-3	-8	-15	-4	-2	3	1	7
COc1cccc(-c2cc(C(=O)NC3CCCC3)no2)c1	-1	2	-9	-3[20 µM]	-9	-2	-4	0	10
S=c1[nH]nc(-c2ccncc2)n1/N=C/c1cccc(Cl)c1	1	10	-8	-13	3	-3	-4	10	-7
CC(=O)OCC(=O)Nc1ccc(Br)c(C)c1	20	-1	-6	-19	-2	6	-3	0	-7
Cn1c(SCC(=O)N2CCN(c3ccccc3)CC2)nnc1-c1ccncc1	-8	-1	-20	-21[20 µM]	-18	-4	1	1	-4
CCOC(=O)c1c(NC(=O)CSc2nnc(C)c(=O)[nH]2)sc(C)c1C	-22	1	-10	-1	-5	-1	7	0	-4
Cc1c(Cl)ccc2c(C(=O)NC(C)c3ccncc3)cc(-c3ccncc3)nc12 (centres undefined)	-78	1	1	-12	-18	-13	2	-9	1
Cc1ccccc1OCC(=O)OCC(=O)NCc1cccs1	24	-1	-11	-17	3	-4	-6	9	-14
COc1ccc(NC(=O)c2ccc3nc(-c4ccccc4)c(-c4ccccc4)nc3c2)c(OC)c1	-7	-1	-12	-7	3	-14	7	-11	-1
CC(=O)N(C)c1ccc(NC(=O)c2ccco2)cc1	-34	2	-3	-12[20 µM]	-6	1	-1	2	1
Clc1ccc(C2=NOC(c3nnc(-c4ccccc4)o3)C2)cc1 (centres undefined)	-32	-1	-13	-31	0	-3	nt	0	nt
